POLB inh: DNA polymerase beta (human) inhibition | Pol beta primer extension/strand displacement, fluorescence kinetic | P06746 | hit rate 1.3% among 340,000 | Potency, µM (series often up to 114 µM), for inactives: at the highest dose activity change, negative = inhibition, hits mostly inhibitors | AID 485314; note: potency is the fitted concentration of half-maximal effect; % is set by controls: 0 for no effect and ±100 for the full control effect
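Curves were derived by four-parameter Hill fits of normalized qHTS data. The kinetic fluorescent primer-extension read was taken at 0 and 10 min after 50 nM substrate, following a 15 min room-temperature preincubation of 10 nM enzyme with compounds.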
RGS4 inh: human RGS4 inhibition. hit rate 0.039% among 390,000. Potency, µM (top dose mostly 114 µM), for the others: at the top dose activity change, negative = inhibition, hits mostly inhibitors. Transcreener GDP fluorescence polarization, RGS4-accelerated GTP hydrolysis; note: potency is the fitted concentration of half-maximal effect; % is set by controls: 0 for no effect and ±100 for the full control effect; nearly all actives have a fitted effect of over 75% in size; some results filed as inactive show a strong effect at the top dose
Target sequence (P49798 whole entry, looked up): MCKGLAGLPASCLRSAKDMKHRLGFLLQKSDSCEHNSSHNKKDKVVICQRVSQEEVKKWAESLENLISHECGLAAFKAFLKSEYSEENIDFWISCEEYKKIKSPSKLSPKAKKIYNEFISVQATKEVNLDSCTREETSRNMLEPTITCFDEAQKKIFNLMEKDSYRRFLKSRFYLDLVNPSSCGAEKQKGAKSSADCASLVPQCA
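MLSMR compounds (23 nl, pin-transferred) preincubated 10 min at room temperature with a 500nM (2x) first reagent, then RGS4 at 900nM (2x) plus Transcreener GDP mix added; fluorescence polarization (620/688 nm) read before and after 90 min at 30 °C.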
APEX1 inh: inhibitors of human APE1 endonuclease; P27695; recombinant APE1, TAMRA/BHQ-2 abasic DNA cleavage fluorescence; Potency, µM (titrated, usually from 65.8 µM), for the others: at the highest dose activity change, negative = inhibition, usual class: inhibitors; hit rate 0.35% among 350,000;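 note: potency is the fitted concentration of half-maximal effect; plate controls were vehicle for no effect and reference inhibitor for full effect; nearly all actives have a fitted effect of over 55% in size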
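Step 1: APE1 (0.75 nM) with compound, 15 min RT. Step 2: add 50 nM fluorophore/quencher THF duplex. Step 3: three fluorescence reads 60 s apart (525/598 nm); read 3 minus read 1 = reaction progress.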
Apoferritin bind: candidate novel general anesthetic via apoferritin binding; apoferritin/1-aminoanthracene competitive binding, fluorescence; Potency, µM (highest dose often 77.5 µM), inactives show at the highest dose activity change, negative = displacement, usual class: inhibitors; hit rate 0.074% among 350,000; note: potency is the fitted concentration of half-maximal effect; % is set by controls: 0 for no effect and ±100 for the full control effect; nearly all actives have a fitted effect of over 20% in size
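Steps: apoferritin (10 uM) was premixed with half-saturated 1-AMA in PBS, compounds were pin-transferred, plates stood 10 min at room temperature, fluorescence was read at 380/535 nm, and curves were fitted with a Hill equation.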
Pol kappa inh: blocks human DNA polymerase kappa activity | hit rate 0.53% among 400,000 | purified Pol kappa, fluorescent DNA synthesis assay, 10 min | AID 588579 | Q9UBT6 | Potency, µM (top dose mostly 107 µM), without a hit: at the top dose activity, negative = inhibition, usual class: inhibitors; note: potency is the fitted concentration of half-maximal effect; % is set by controls: 0 for no effect and ±100 for the full control effect
Target sequence (Q9UBT6 whole entry, looked up): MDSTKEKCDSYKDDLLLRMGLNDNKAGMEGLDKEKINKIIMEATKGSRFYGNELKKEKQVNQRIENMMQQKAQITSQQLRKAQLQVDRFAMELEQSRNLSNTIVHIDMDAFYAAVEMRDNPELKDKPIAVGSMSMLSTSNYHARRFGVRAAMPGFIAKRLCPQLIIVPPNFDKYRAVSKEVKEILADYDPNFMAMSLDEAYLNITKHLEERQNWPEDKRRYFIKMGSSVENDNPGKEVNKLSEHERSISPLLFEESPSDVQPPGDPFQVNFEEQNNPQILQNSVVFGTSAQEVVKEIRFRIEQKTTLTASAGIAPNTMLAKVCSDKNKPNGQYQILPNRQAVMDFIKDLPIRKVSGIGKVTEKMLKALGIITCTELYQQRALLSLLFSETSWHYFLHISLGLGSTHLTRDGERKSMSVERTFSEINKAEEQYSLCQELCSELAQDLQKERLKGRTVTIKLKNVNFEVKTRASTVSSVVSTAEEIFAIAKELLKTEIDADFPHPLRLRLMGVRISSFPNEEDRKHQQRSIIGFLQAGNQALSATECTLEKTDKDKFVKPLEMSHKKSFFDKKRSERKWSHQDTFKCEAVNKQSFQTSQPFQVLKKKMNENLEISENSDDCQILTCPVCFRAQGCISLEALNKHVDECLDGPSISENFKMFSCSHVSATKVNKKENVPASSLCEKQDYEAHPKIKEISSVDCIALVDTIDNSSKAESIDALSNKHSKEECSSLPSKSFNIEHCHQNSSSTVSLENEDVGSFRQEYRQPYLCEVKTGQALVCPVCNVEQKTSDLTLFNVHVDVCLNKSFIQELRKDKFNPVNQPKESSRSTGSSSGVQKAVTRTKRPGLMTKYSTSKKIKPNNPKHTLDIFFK
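Activity was followed as the change in fluorescence between reads at 0 and 10 min after starting the reaction with 50 nM substrate. Beforehand, 10 nM polymerase had been preincubated with compound for 15 min at room temperature.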
LDHA block: LDHA (human) enzyme inhibition; purified LDHA, NADH/diaphorase-resazurin fluorescence; active compounds read low; activity change, % (values are at about 110 or 230 µM); AID 1347041; hit rate 0.15% among 480,000; in the data active = activity change below about -30%; inconclusive = mostly about -25% to -30%;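 note: plate controls were DMSO wells for no effect and wells without enzyme for full effect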
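Remaining NADH was detected by diaphorase (0.133 mg/mL) converting 37 µM resazurin to fluorescent resorufin, read at 0 and 20 minutes. The preceding 5-minute room-temperature reaction used 2 nM LDHA, 0.2 mM sodium pyruvate and 0.06 mM NADH at pH 7.4.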
ERG Ets-DNA blk: blocks human ERG Ets domain binding to DNA; P11308; fluorescence polarization, His-ERG Ets domain / labelled DNA; Potency, µM (highest dose often 76.9 µM), inactives show top-dose FP activity, negative = inhibition, usual class: inhibitors; hit rate 0.028% among 370,000; active = well fitted inhibition curve with a large enough effect in the polarisation, with a control signal flat; inconclusive = small, poorly fitted or top-dose-only effect, or effect the other way, or a change in a side signal; inactive = no such curve, though single readings can be large or run the other way; the % refers to the polarisation;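 note: polarization taken with two DNA probes labelled with fluorescein and Texas red; potency is the fitted concentration of half-maximal effect; % of control where 0% means no effect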
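His-tagged ERG Ets domain (1 uM in the protein solution; 300mM KCl, 50mM Tris-HCl, 1mM EDTA, 1mM DTT, pH 7.5) received compound, then a probe mix of 5 nM fluorescein-DNA and 100nM Texas-615-DNA. Fluorescence polarization was read for both dyes.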
12-LOX inh: blocks human arachidonate 12S-lipoxygenase; purified 12hLO, xylenol orange hydroperoxide absorbance; Potency, µM (series often up to 108 µM), inactives show top-dose activity change, negative = inhibition, hits mostly inhibitors; hit rate 1.1% among 580,000; note: potency is the fitted concentration of half-maximal effect; % is set by controls: 0 for no effect and ±100 for the full control effect
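Hydroperoxide product was detected by ferrous iron/xylenol orange as the 573 to 405 nm absorbance ratio. Arachidonic acid at 40 uM (final) was turned over for 30 min at room temperature by 150 nM human 12hLO, pH 7.0 Hepes buffer, after 15 min compound preincubation.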
Pol eta inh: blocks human DNA polymerase eta activity; Q9Y253; AID 588591; recombinant Pol eta, fluorescent DNA replication assay; hit rate 1.2% among 390,000; Potency, µM (highest dose often 114 µM), without a hit: top-dose activity change, negative = inhibition, hits mostly inhibitors; note: potency is the fitted concentration of half-maximal effect; % is set by controls: 0 for no effect and ±100 for the full control effect
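Pol eta at 10 nM preincubated with compounds 15 min at room temperature; reaction started with fluorescent substrate (50 nM final) and read kinetically at 0 and 10 min.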
* = called active by the depositor; ? = inconclusive; . = not tested or not shown; & = joins results of further samples; [ ] = another dose, or the depositor's remark. Unless noted, calls come from the whole dose curve; as a rule, active = well fitted curve in the direction sought with a large enough effect; inconclusive = small, poorly fitted or top-dose-only effect, or another doubt; inactive = no such curve, though single readings can be large; an effect the other way counts as inactive or inconclusive. Some of the compounds tested. The share of hits here may be higher or lower than overall.

SMILES,POLB inh,RGS4 inh,APEX1 inh,Apoferritin bind,Pol kappa inh,LDHA block,ERG Ets-DNA blk,12-LOX inh,Pol eta inh
Cc1onc(-c2ccccc2)c1NC(=O)N(CCC#N)Cc1ccccc1,-10.5%,-4.0%,-2.3%,0.1%,-6.2%,-1.5,1.3%,0.0%,-12.1%
CCOc1cc(C=O)ccc1OS(=O)(=O)c1ccc(NC(C)=O)cc1,1.1%,10.9%,-1.7%,-6.4%,?,-5.9,3.7%,2.7%,-11.8%
COc1ccc(N(CC(=O)Nc2ccc(C)c(F)c2)S(=O)(=O)c2c(C)noc2C)cc1,-13.1%,14.3%,8.9%,-7.8%,1.9%,0.2,4.7%,2.0%,-20.7%
O=C(Nc1ccccc1Cc1ccccc1)c1ccc2c(c1)SC1=NS(=O)(=O)CCN12,35.9%,-9.8%,-3.2%,4.0%,-2.8%,-1.0,-0.6%,-8.6%,-14.3%
O=C(NCC1OCCc2ccccc21)c1cc(COc2ccc(F)cc2Cl)on1 (centres undefined),8.2%,11.7%,-2.7%,-18.3%,-13.4%,-2.3,12.3%,-9.4%,-7.7%
CCC(NC(=O)c1ccccc1O)c1ccccc1 (centres undefined),6.4%,-6.8%,1.7%,-11.1%,-1.0%,10.1,-0.7%,-15.0%,4.0%
CCC(=O)Nc1cccc(NC(=O)CSc2nnnn2C)c1,-10.3%,-2.9%,1.1%,-10.1%,5.1%,-9.1,8.9%,-14.3%,-2.2%
CCCCOc1ccc(OCCNC(=O)c2ccco2)cc1,11.4%,4.8%,55.8%[activator],-22.8%,-8.0%,-4.3,-11.9%,-16.2%,-18.7%
COc1ccc(OCCCCOc2ccccc2Cl)cc1,13.8%,-6.3%,-4.0%,4.0%,-14.8%[60.1 µM],-6.0,.,22.4%,-9.0%
COc1ccc(NC(=O)c2cccc3c2C(=O)N(C2CCCCC2)C3)cc1,15.6%,-2.6%,-17.8%,10.7%,-3.0%,-0.7,-3.1%,-19.2%,-10.2%
COc1ccc(NC2CCCN(C(=O)CCN3CCCO3)C2)cc1 (centres undefined),1.4%,-13.9%,7.0%,-9.5%,-4.2%,2.5,-9.9%,1.4%,-10.2%
CC(=O)Nc1cc2nn(-c3ccccc3)nc2cc1Cl,8.9%,-10.3%,?,-7.4%,-3.5%,-0.3,-4.0%,0.0%,3.4%
Cc1ccc(S(=O)(=O)CC(=O)c2cc(C)c(O)c(C)c2)cc1,2.6%,-21.2%,0.7%,-18.9%,3.4%,11.6,6.0%,-5.2%,-13.5%
O=S1CCCSC1c1cccnc1 (centres undefined),-11.5%,14.2%,1.0%,-1.2%,-5.4%,-4.6,-17.1%,9.7%,3.3%
CC1CCCCC1NC(=O)CSc1nc2ccccc2[nH]1 (centres undefined),8.3%,6.1%,-8.1%,-9.3%,-1.7%,-12.5,1.5%,-14.1%,4.1%
O=C(CSc1ccccc1C(=O)O)NCC1CCCCC1,2.4%,-13.6%,-0.1%,-20.4%,-16.7%,-7.0,1.9%,11.4%,?
N#C/C(=C(\O)c1ccco1)c1ccccn1,17.0%,13.4%,-5.9%,?,-3.4%,-3.5,-1.5%,139.1%[activator],-4.3%
C[C@]12CCC3C(CC[C@H]4CCCC[C@]34C)C1CC[C@@]2(O)CNCCO (some centres undefined),4.9%,8.1%,41.6%,-1.6%,-6.4%,-6.1,0.9%,-20.6%,-14.7%
Brc1ccccc1Cn1c(-c2cscn2)nc2ccccc21,7.1%,15.4%,-7.6%,-3.5%,-17.9%,-5.1,-1.8%,25.9%,-10.1%
Cc1ccc(C(=O)/C=C2\NCC(C)NC2=O)cc1 (centres undefined),0.7%,25.5%,-3.2%,-7.9%,-12.5%,-1.6,-3.3%,0.0%,5.6%
CCN(C(=O)CSc1ccccn1)C1CCCCC1,.,-15.2%,11.3%,.,-5.4%,-6.3,-5.4%,-17.7%,-15.8%
O=C(CSc1nnc(CNC(=O)C23CC4CC(CC(C4)C2)C3)n1-c1ccc(F)cc1)Nc1ccccc1,0.3%,-25.8%,-4.1%,-18.2%,2.0%,-2.9,-1.7%,-1.4%,-22.7%
CN(C)S(=O)(=O)c1ccc(Cl)c(C(=O)NNC(=O)Cn2ccc(C(F)(F)F)n2)c1,.,-5.2%,-7.1%,.,-4.2%,-5.6,-4.1%,0.7%,-3.7%
COc1cccc(CNC(=O)c2ccc(NC(=O)CC3SC(N4CCCC4)=NC3=O)cc2)c1 (centres undefined),.,-24.8%,-2.6%,.,-3.5%,-9.6,24.9%,-1.9%,-12.3%
COc1ccc(/C(N)=N/OC(=O)c2cccc([N+](=O)[O-])c2C)cc1,-3.7%,-6.9%,2.5%,-3.9%,-14.7%,-0.1,-0.2%,-4.9%,-10.1%
Cc1ccc(N(CN2C(=O)c3ccccc3C2=O)C(=O)c2ccc([N+](=O)[O-])cc2[N+](=O)[O-])cc1,24.9%,-4.7%,-1.6%,7.7%,-12.5%,-0.9,-4.9%,-16.3%,?
Cc1ccc2c(=O)c(C(=O)c3ccccc3)cn(CC(=O)Nc3ccc4c(c3)OCCO4)c2n1,?,-18.9%,.,-14.2%,2.1%,-3.7,8.8%,-27.0%,?
CCOC(=O)c1sc2nccc(N(C)C)c2c1N=CNOCc1ccccc1,-0.4%,17.1%[11.4 µM],-0.3%,109.8%[activator],-6.8%,-4.6,-13.3%,-16.9%,-15.2%
O=C(CCCOc1ccc(Cl)cc1)Nc1cccc(C(=O)O)c1,-11.8%,2.4%,-2.3%,-9.6%,0.2%,-4.7,-3.4%,-5.1%,-1.1%
CSc1cccc(CNC(=O)C2CCC(=O)N(CCCN3CCCC3=O)C2)c1 (centres undefined),0.7%,-2.8%,-10.3%,-7.5%,-2.4%,-4.3,-4.7%,0.0%,-5.1%
Cc1cc(C)c2c(N)c(C(=O)NN3CC(=O)N(c4cccc(Cl)c4)CC3=O)sc2n1,19.3%,-17.2%,?,12.2%,-8.9%,10.8,17.1%,0.0%,-21.1%
O=C(/C=C/c1ccc(Br)o1)Nc1nccs1,?,-81.6%[56.9 µM],?,1.1%,?,-0.4,9.5%,-3.0%,?
O=c1oc2ccccc2c(N2CCN(c3ccccc3F)CC2)c1CN1CCCC1,5.1%,14.2%,.,-6.0%,-2.6%,-7.0,-0.4%,-22.3%,-0.7%
CC[C@H](C)NC(=O)CCCCCn1c(=S)[nH]c2c([nH]c3ccc(OC)cc32)c1=O,-3.2%,-10.4%,-6.9%,-7.6%,-18.3%,-2.0,-3.4%,-7.8%,-16.4%
Cc1ccc(NC(=O)CN2C(=O)COc3ccc(S(=O)(=O)N4CCOCC4)cc32)cc1F,55.8%[activator],-6.2%[56.9 µM],2.7%,-3.7%,-6.0%,-1.9,1.0%,11.4%,-14.1%
COc1cccc(CN2C(=O)c3ccccc3Sc3ccc(C(=O)NCCc4ccc(C)cc4)cc32)c1,13.6%,-7.3%,.,-8.6%,-1.7%,-1.7,-0.7%,-23.8%,-28.6%
CCCCC(=O)N=c1sc2c(OC)ccc(OC)c2n1C,37.4%,-23.7%[11.4 µM],-0.8%,3.2%,4.3%,-0.4,-7.4%,-12.5%,10.6%
Cn1nc(CC(=O)Nc2ccc3c(c2)CCC3)c2ccccc2c1=O,2.9%,0.4%,-1.4%,8.3%,-2.9%,-2.8,5.1%,0.0%,8.2%
O=c1ccc(-c2ccc(S(=O)(=O)Nc3ccccc3Cl)o2)n[nH]1,0.4%,5.5%,47.3%[activator],-5.9%,4.4%,-2.7,12.6%,7.1%,-5.4%
CCN(Cc1ccccc1)C(=O)CN1C(=O)COc2ccc(S(=O)(=O)N3CCCCCC3)cc21,25.6%&-1.0%,20.9%[11.4 µM],44.5%,1.3%&-9.1%,2.9%&-2.8%,-2.3&-1.8,16.8%&-3.0%,5.7%&-24.4%,-5.5%&-18.8%

Whole records, quoted from the list.
COc1cccc(CNC(=O)c2ccc(NC(=O)CC3SC(N4CCCC4)=NC3=O)cc2)c1 (centres undefined) in the list: POLB inh: .; RGS4 inh: -24.8%; APEX1 inh: -2.6%; Apoferritin bind: .; Pol kappa inh: -3.5%; LDHA block: -9.6; ERG Ets-DNA blk: 24.9%; 12-LOX inh: -1.9%; Pol eta inh: -12.3%
Cn1nc(CC(=O)Nc2ccc3c(c2)CCC3)c2ccccc2c1=O in the list: POLB inh: 2.9%; RGS4 inh: 0.4%; APEX1 inh: -1.4%; Apoferritin bind: 8.3%; Pol kappa inh: -2.9%; LDHA block: -2.8; ERG Ets-DNA blk: 5.1%; 12-LOX inh: 0.0%; Pol eta inh: 8.2%

Later entries
SMILES,POLB inh,RGS4 inh,APEX1 inh,Apoferritin bind,Pol kappa inh,LDHA block,ERG Ets-DNA blk,12-LOX inh,Pol eta inh
CCc1c(C(=O)Nc2ccc(C)c(C)c2)[nH]c(C)c1C(C)=O,-14.7%,4.2%,27.7%,-9.5%,-1.6%,-4.8,10.7%,?,-23.2%
CC(=O)c1nn(-c2ccc(Br)cc2)cc1C(=O)c1ccco1,1.9%,22.3%,1.7%,-5.0%,-2.6%,-13.5,3.3%,0.0%,-2.3%
CC(OC(=O)c1ccc(S(=O)(=O)NCc2ccco2)cc1)C(=O)Nc1ccc(Cl)cn1 (centres undefined),?,-5.9%,?,-7.2%,-19.4%,-3.4,1.7%,?,?
CSc1nnc(NC(=O)C2CCCCC2)s1,0.3%,-13.2%,-3.7%,-3.6%,5.6%,-2.1,-3.3%,0.2%,-19.1%
CCCOc1ccc(C(=O)N2CCC(c3nc4ccccc4s3)CC2)cc1,-13.5%,11.9%,.,-10.5%,5.2%,-4.0,0.6%,-26.6%,-20.3%
